Screening results from PubChem.
Hsp70 inhibitors – small molecules displacing fluorescent ligand from Hsp70 – biochemical, fluorescence polarization, primary screen (AID 583) | Hsp70 fluorescence polarization probe displacement, mP; higher % means a stronger effect | displacement, % at 20 µM; hits with a dose series show IC50 in µM | actives 0.06% (n = 140,000); in the data active means displacement above about 50%;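 further: plate controls were vehicle for no effect and reference ligand for full effect; a part of the inactive calls stands beside numbers as strong as those of hits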
MKP-3 inhibition – MKP-3 phosphatase inhibitors, primary screen, biochemical, rat enzyme, in vitro (AID 425) | recombinant MKP-3 phosphatase activity, fluorescence; higher % means a stronger effect | inhibition, % at 20 µM, or IC50 in µM where a hit was titrated | actives 0.17% (n = 110,000); in the data active means inhibition above about 50%;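 further: plate controls were vehicle for no effect and reference inhibitor for full effect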
An asterisk follows results filed as active; & = joins results of further samples.

O=C(c1ccccc1)c1ccc2[nH]c3ccccc3c2c1 was read as Hsp70 inhibitors -3.4% and MKP-3 inhibition 4%.
Cc1cc(N2C(=O)CCC2=O)ccc1NC(=O)c1cccs1 was read as Hsp70 inhibitors -0.1%.
Cc1sc2ncn(CC(=O)OCC(=O)NC(C)(C)C)c(=O)c2c1C was read as Hsp70 inhibitors 8.6% and MKP-3 inhibition -15%.
Screening COc1ccc(C(C(=O)NC(C)(C)C)N(Cc2ccco2)C(=O)CCC(=O)Nc2cc(C)on2)cc1 (stereo not given) returned Hsp70 inhibitors -2.1% and MKP-3 inhibition -7%.
Cc1ccc(NC2=C(Cl)C(=O)N(c3ccc(Cl)cc3)C2=O)cc1C was read as Hsp70 inhibitors 0.4% and MKP-3 inhibition -2%.
`CCOC(=O)N1CCc2c(sc(NC(C)=O)c2C(N)=O)C1` gave Hsp70 inhibitors 5.2% and MKP-3 inhibition 8%.
Cn1nc(C(=O)NC2CCCCC2)c2ccccc2c1=O was read as Hsp70 inhibitors -0.8% and MKP-3 inhibition -8%.
For Cc1sc2ncnc(SCC(=O)N3CCCC3)c2c1C the results were Hsp70 inhibitors -3.2% and MKP-3 inhibition 4%.
For O=C(NCc1ccc(Cl)c(Cl)c1)c1cc2ccccc2oc1=O the results were Hsp70 inhibitors -6.6% and MKP-3 inhibition 4%.
Screening Cc1c(-c2nc(-c3ccc(Cl)cc3)no2)cccc1[N+](=O)[O-] returned Hsp70 inhibitors -3.9% and MKP-3 inhibition 4%.
For COc1cc(C2C(C(=O)c3ccc(C)o3)=C(O)C(=O)N2c2cc(C)on2)cc(Br)c1O (stereo not given) the results were Hsp70 inhibitors 4.6% and MKP-3 inhibition 5%.
CCOC(=O)c1c(NC(=S)Nc2ccccc2)sc(C)c1C was read as Hsp70 inhibitors 0.3%&-6.2% and MKP-3 inhibition 2%.
Screening Cc1ccc(-c2csc(NC(=O)CSc3nc(C)cs3)n2)cc1 returned Hsp70 inhibitors 6.8%.
O=C(CCn1c(=O)[nH]c2ccsc2c1=O)N1CCN(Cc2ccc3c(c2)OCO3)CC1 was read as MKP-3 inhibition 2%.
For O=C(CCCSc1nc2ccccc2s1)NCc1ccco1 the results were Hsp70 inhibitors 2.3% and MKP-3 inhibition 4%.
Screening Cc1ccc(SCc2cc(=O)[nH]c(N3CCN(Cc4ccccc4)CC3)n2)cc1 returned Hsp70 inhibitors -0.6% and MKP-3 inhibition 3%.
Cc1ccc(Oc2ccc(NC(=O)c3ccco3)cc2)cc1 was read as Hsp70 inhibitors -9.2% and MKP-3 inhibition -8%.
CCc1ccc(C2CC(c3ccccc3Cl)Nc3nc(N)nn32)cc1 (stereo not given) was read as Hsp70 inhibitors -3.6% and MKP-3 inhibition -1%.
CC(C)C1Nc2c(O)cc(Cl)c([N+](=O)[O-])c2C2C=CCC21 (stereo not given) was read as Hsp70 inhibitors 7.6% and MKP-3 inhibition 6%.
For O=C(O)c1ccccc1-c1ccccc1C(=O)NCCCO the results were Hsp70 inhibitors 1.7%.
Screening CCC(Oc1ccccc1)C(=O)Nc1cc([N+](=O)[O-])ccc1C (stereo not given) returned Hsp70 inhibitors 3.7% and MKP-3 inhibition 3%.
For COc1ccc(C/C(N)=N/OC(=O)c2ccccc2Cl)cc1 the results were Hsp70 inhibitors -0.3% and MKP-3 inhibition -2%.
For COc1ccccc1NC(=O)N1c2ccc(F)cc2CCC1C (stereo not given) the results were Hsp70 inhibitors 0.4% and MKP-3 inhibition 5%.
CCCCOC(=O)c1ccc(NC(=O)c2ccoc2C)cc1 was read as Hsp70 inhibitors -3.3% and MKP-3 inhibition 9%.
Screening O=C(Nc1ccc(Oc2ncccn2)cc1)c1ccco1 returned Hsp70 inhibitors -0.9% and MKP-3 inhibition -4%.
CCC1CCc2c(sc(NC(=O)c3ccccc3Br)c2C(=O)OC)C1 (stereo not given) was read as Hsp70 inhibitors 0.3% and MKP-3 inhibition 5%.
O=C1C(Cl)=C(N2CCCCC2)C(=O)N1c1ccccc1Cl was read as Hsp70 inhibitors 1.6% and MKP-3 inhibition -2%.
`O=C(N/C(=C\c1cccc([N+](=O)[O-])c1)C(=O)N1CCOCC1)c1cccs1` gave Hsp70 inhibitors 5.6% and MKP-3 inhibition 3%.
For Cc1cc(=O)n2nc(N3CCCC(C(=O)NCCCN4CCc5ccccc5C4)C3)sc2n1 (stereo not given) the results were Hsp70 inhibitors 4.2% and MKP-3 inhibition -5%.
CCC1(C)N=C(c2ccc3c(c2)OCO3)CC(c2ccccc2O)N1 (stereo not given) was read as Hsp70 inhibitors -1.8%.
`CCOC(=O)CNC(=S)Nc1ccc(F)cc1` gave Hsp70 inhibitors -1.0% and MKP-3 inhibition 2%.
For Cc1ccc(S(=O)(=O)N2CCN(C3CCN(Cc4ccccc4)CC3)CC2)cc1 the results were Hsp70 inhibitors 2.0% and MKP-3 inhibition 3%.
`Cc1ccc(Cl)cc1N1CCN(C(=O)c2ccc(NS(=O)(=O)c3c(C)noc3C)cc2)CC1` gave Hsp70 inhibitors -5.0% and MKP-3 inhibition 0%.
Cc1ccc2cc(CN(C)C(=O)C3CCCO3)c(=O)[nH]c2c1 (stereo not given) was read as Hsp70 inhibitors 7.8% and MKP-3 inhibition -3%.
`CCc1ccc2[nH]c(=O)c(CN(CCCN3CCOCC3)C(=O)Nc3cccc(Cl)c3)cc2c1` gave Hsp70 inhibitors 1.0% and MKP-3 inhibition -5%.
`O=C(COc1ccc2c3c(c(=O)oc2c1)CCC3)c1ccc(F)cc1` gave Hsp70 inhibitors -1.6% and MKP-3 inhibition -1%.
`O=C(c1ccc(CNS(=O)(=O)c2ccccc2)cc1)N1CCN(c2ccccn2)CC1` gave Hsp70 inhibitors -1.9% and MKP-3 inhibition -9%.
For CCOC(=O)c1c(NC(=O)C23CC4CC(CC(C4)C2)C3)sc(C(=O)Nc2ccccc2C)c1C the results were Hsp70 inhibitors -1.9% and MKP-3 inhibition 18%.
For Cc1ccc(/C=C2/SC(=S)N(CCC(=O)N3c4ccccc4Sc4ccccc43)C2=O)cc1 the results were Hsp70 inhibitors 6.3% and MKP-3 inhibition 0%.
`COc1ccc(OC)c(/C=C2\SC(N3CCC(C)CC3)=NC2=O)c1` gave Hsp70 inhibitors 3.5% and MKP-3 inhibition 3%.
Screening CC(C)OCCCNC(=O)c1cc2c(s1)CS(=O)(=O)C2 returned Hsp70 inhibitors -0.6% and MKP-3 inhibition 3%.
Screening COc1ccc(-n2ncc3c(NCCCN4CCOCC4)ncnc32)cc1 returned Hsp70 inhibitors 0.3% and MKP-3 inhibition 4%.
Screening Cc1ccc(C)n1N1C(=O)/C(=C\c2ccc(Cl)cc2)SC1=S returned Hsp70 inhibitors 5.6%.
Cc1sc(N)nc1-c1cccs1 was read as Hsp70 inhibitors 1.5%.
Screening O=C1N/C(=N/c2ccccn2)SC1Cc1cccc(Cl)c1 (stereo not given) returned Hsp70 inhibitors 0.7% and MKP-3 inhibition 2%.
For O=C1OC(c2ccc(Br)cc2)=N/C1=C\c1ccc(OC(=O)c2ccccc2F)cc1 the results were Hsp70 inhibitors -1.6% and MKP-3 inhibition 3%.
Cc1ccc2nc(C)/c(=N\O)c(C)nc2c1 was read as Hsp70 inhibitors -3.1%.
`COc1ccc(-n2nc3cc(C)c(NC(=O)COc4ccc(C)cc4)cc3n2)cc1` gave Hsp70 inhibitors 4.6% and MKP-3 inhibition -5%.
Screening O=C(NCC1CCCO1)c1ccc(N2CCCCC2)nc1 (stereo not given) returned Hsp70 inhibitors 5.9% and MKP-3 inhibition 2%.
Cc1cccc(-c2noc(CN(C)S(=O)(=O)c3cc(Cl)ccc3Cl)n2)c1 was read as Hsp70 inhibitors -3.2% and MKP-3 inhibition -8%.
Cc1c(C(=O)Nc2c(C)n(C)n(-c3ccccc3)c2=O)oc2ccccc12 was read as Hsp70 inhibitors 1.4% and MKP-3 inhibition -9%.
For O=S(=O)(NCc1cn2ccsc2n1)c1ccc(Oc2ccccc2)cc1 the results were Hsp70 inhibitors 5.4% and MKP-3 inhibition 1%.
Screening Cc1ccc2c(c1)-c1c(cnn1CC(=O)O)CO2 returned Hsp70 inhibitors 0.2% and MKP-3 inhibition -2%.
For Cc1cccc(NC(=O)C2C(c3ccccc3)C=CC(c3ccccc3)C2C(=O)O)c1C (stereo not given) the results were Hsp70 inhibitors -4.4% and MKP-3 inhibition 4%.
Screening COCCCNC(=O)CN(c1ccc(Cl)cc1)S(C)(=O)=O returned Hsp70 inhibitors 1.7% and MKP-3 inhibition -2%.
For OCCSc1nc(-c2cccnc2)nc2ccccc12 the results were MKP-3 inhibition 1%.
CCOCCCNC(=O)c1c[nH]c2cc(C)ccc2c1=O was read as Hsp70 inhibitors -1.8% and MKP-3 inhibition -2%.
For Cc1ccc(NCC(=O)N/N=C\C=C\c2ccco2)cc1 the results were Hsp70 inhibitors 0.4% and MKP-3 inhibition 2%.
Screening Cc1[nH][nH]c(=O)c1C(c1ccc(F)cc1)C(C#N)C#N (stereo not given) returned Hsp70 inhibitors 4.0% and MKP-3 inhibition 2%.
Screening Cc1ccc2c(c1)c1c(n2CC(O)CN2C(=O)CNC2=O)C(=O)CCC1 (stereo not given) returned Hsp70 inhibitors 3.3% and MKP-3 inhibition 2%.
O=C1CC(C(=O)Nc2ccccc2)N=C(N2CCOCC2)N1 (stereo not given) was read as Hsp70 inhibitors 5.7% and MKP-3 inhibition -16%.
`O=C(CCc1ccccc1)Nc1ccc(Br)cc1` gave Hsp70 inhibitors -2.3% and MKP-3 inhibition -1%.
Screening COC(=O)c1ccc2c(=O)n(Cc3ccco3)c(SCC(=O)Nc3ccccc3Cl)nc2c1 returned Hsp70 inhibitors -3.4% and MKP-3 inhibition 12%.
Screening COC(=O)[C@H](CCSC)NC(=O)NCCc1ccc(F)cc1 returned Hsp70 inhibitors 3.8%.
Screening CCn1nnnc1SCC(=O)c1ccc2c(c1)OCCO2 returned Hsp70 inhibitors 1.9%.
For CCCCCCCCOC(=O)CCn1[nH]c(=O)c2ccccc2c1=O the results were Hsp70 inhibitors -1.3%.
Screening Cc1cc(C(F)(F)F)nn1-c1nc(-c2ccco2)cc(C(F)(F)F)n1 returned Hsp70 inhibitors 11% and MKP-3 inhibition 0%.
Screening CCOc1ccccc1NC(=O)CN(C)S(=O)(=O)c1cccc2nsnc12 returned Hsp70 inhibitors 1.5% and MKP-3 inhibition 4%.
Screening Cc1cn(-c2ccc(Br)cc2)[nH]c1=O returned Hsp70 inhibitors 5.6% and MKP-3 inhibition -5%.
N#CCCN(C(=O)c1ccco1)c1ccccc1 was read as Hsp70 inhibitors 1.4% and MKP-3 inhibition 0%.
Screening Cc1ccc(-c2nn(-c3ccccc3)cc2C=O)o1 returned Hsp70 inhibitors -3.1% and MKP-3 inhibition 0%.
Fc1ccc(C(c2nnnn2Cc2cccs2)N2CCN(C3CCCCC3)CC2)cc1 (stereo not given) was read as Hsp70 inhibitors 1.6% and MKP-3 inhibition -7%.
Screening CCOC(=O)c1c(-c2ccc(C)cc2)csc1NC(=O)CCCC(=O)O returned Hsp70 inhibitors 2.4% and MKP-3 inhibition 2%.
Screening COC(=O)Cc1cc(=O)n(-c2nc3ccccc3[nH]2)[nH]1 returned Hsp70 inhibitors 1.9% and MKP-3 inhibition -15%.
For COC(=O)COc1ccc(-c2nn(C)c(=O)c3ccccc23)cc1 the results were Hsp70 inhibitors 3.3% and MKP-3 inhibition -3%.
COc1ccccc1N1CCN(CC(=O)c2c(C)n(C)c3ccccc23)CC1 was read as Hsp70 inhibitors 2.4% and MKP-3 inhibition -2%.
Screening Clc1cccc(C=NN2CCN(Cc3ccccc3)CC2)c1 returned Hsp70 inhibitors 3.1% and MKP-3 inhibition 2%.
Screening O=C1NC(=O)/C(=C\c2cc3c(cc2Br)OCO3)S1 returned Hsp70 inhibitors 5.0% and MKP-3 inhibition 1%.
Cc1oc(-c2ccc(Cl)cc2)nc1CN1CCC(C(=O)NCCCN2CCOCC2)CC1 was read as Hsp70 inhibitors -0.5% and MKP-3 inhibition -8%.
`CO/N=C(/CS(=O)c1ccc(Br)cc1)c1ccc(OC)cc1` (stereo not given) gave Hsp70 inhibitors 2.5%.
Screening Cc1ccc(-n2c(=O)c3c4c(sc3n3c(C)nnc23)COC(C(C)C)C4)cc1 (stereo not given) returned Hsp70 inhibitors -0.5% and MKP-3 inhibition 3%.
`O=C(Nc1ccc(OC(F)(F)F)cc1)c1ccc(Br)o1` gave Hsp70 inhibitors -8.0% and MKP-3 inhibition 4%.

Gathered by group: the entries above with an NH in an aromatic ring
O=C(c1ccccc1)c1ccc2[nH]c3ccccc3c2c1 was read as Hsp70 inhibitors -3.4% and MKP-3 inhibition 4%.
O=C(CCn1c(=O)[nH]c2ccsc2c1=O)N1CCN(Cc2ccc3c(c2)OCO3)CC1 was read as MKP-3 inhibition 2%.
Screening Cc1ccc(SCc2cc(=O)[nH]c(N3CCN(Cc4ccccc4)CC3)n2)cc1 returned Hsp70 inhibitors -0.6% and MKP-3 inhibition 3%.
Cc1ccc2cc(CN(C)C(=O)C3CCCO3)c(=O)[nH]c2c1 (stereo not given) was read as Hsp70 inhibitors 7.8% and MKP-3 inhibition -3%.
`CCc1ccc2[nH]c(=O)c(CN(CCCN3CCOCC3)C(=O)Nc3cccc(Cl)c3)cc2c1` gave Hsp70 inhibitors 1.0% and MKP-3 inhibition -5%.
CCOCCCNC(=O)c1c[nH]c2cc(C)ccc2c1=O was read as Hsp70 inhibitors -1.8% and MKP-3 inhibition -2%.
Screening Cc1[nH][nH]c(=O)c1C(c1ccc(F)cc1)C(C#N)C#N (stereo not given) returned Hsp70 inhibitors 4.0% and MKP-3 inhibition 2%.
For CCCCCCCCOC(=O)CCn1[nH]c(=O)c2ccccc2c1=O the results were Hsp70 inhibitors -1.3%.
Screening Cc1cn(-c2ccc(Br)cc2)[nH]c1=O returned Hsp70 inhibitors 5.6% and MKP-3 inhibition -5%.
Screening COC(=O)Cc1cc(=O)n(-c2nc3ccccc3[nH]2)[nH]1 returned Hsp70 inhibitors 1.9% and MKP-3 inhibition -15%.

Only part of the results is shown (hit frequency here may not be typical).
